From PubChem
STK33 inh = inhibitors of purified STK33 kinase, primary screen, biochemical, ADP-Glo luminescence, homogeneous, cell-free. AID 2661, 2010. inhibition, % at 10 µM. Serine/threonine-protein kinase 33 (Homo sapiens), Q9BYT3. MBP phosphorylation. 0.073% of 320,000 active;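 active = inhibition at or above 25%, using the most active replicate where run in duplicate; inactive = inhibition below 25%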
Target sequence (Q9BYT3 whole entry, looked up): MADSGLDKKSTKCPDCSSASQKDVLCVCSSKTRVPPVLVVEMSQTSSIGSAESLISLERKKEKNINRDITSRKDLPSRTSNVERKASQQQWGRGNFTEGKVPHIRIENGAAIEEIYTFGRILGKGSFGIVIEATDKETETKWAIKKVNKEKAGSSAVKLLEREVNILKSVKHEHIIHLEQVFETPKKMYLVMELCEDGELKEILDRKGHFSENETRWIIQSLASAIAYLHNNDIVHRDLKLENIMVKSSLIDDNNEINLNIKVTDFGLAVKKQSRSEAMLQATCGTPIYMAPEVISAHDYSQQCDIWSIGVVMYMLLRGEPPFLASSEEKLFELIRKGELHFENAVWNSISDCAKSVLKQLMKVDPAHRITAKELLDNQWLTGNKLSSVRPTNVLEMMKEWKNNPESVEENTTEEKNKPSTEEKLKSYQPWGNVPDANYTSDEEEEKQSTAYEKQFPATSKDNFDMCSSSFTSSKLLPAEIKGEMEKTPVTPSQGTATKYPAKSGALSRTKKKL
KCNQ2 block = KCNQ2 potassium channel inhibitors, primary screen, cell-based, CHO-K1, FluxOR thallium flux, B-score (AID 2156) | Potassium voltage-gated channel subfamily KQT member 2 (Rattus norvegicus), O88943 | 20 min; stronger effect = lower value | B-score at 10 µM | 1.1% of 310,000 active;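 active = fluorescence ratio B-score at most minus 3 library SDs, with starting brightness B-score within 2 library SDs, cut at about -5.5 in these data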
Kir21 inh = inhibitors of mouse Kir2.1 inward-rectifier potassium channel; Inward rectifier potassium channel 2 (Mus musculus), P35561; HEK293-Kir2.1, FluxOR thallium flux fluorescence; stronger effect = lower value; B-score at 10 µM; 0.85% of 310,000 active; AID 1672, 2009;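 active = fluorescence ratio B-score at or below minus 3 SD of library scores, with starting-brightness B-score within 2 SD, cut at about -4.2 in these data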;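 also: channel flux triggered by added potassium and thallium sulfate stimulus; B-score of peak minus minimum fluorescence over baseline after thallium stimulus; more negative B-score means stronger Kir2.1 block with less thallium influx; some compounds called inactive have numbers as strong as hits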
Target sequence (P35561 whole entry, looked up): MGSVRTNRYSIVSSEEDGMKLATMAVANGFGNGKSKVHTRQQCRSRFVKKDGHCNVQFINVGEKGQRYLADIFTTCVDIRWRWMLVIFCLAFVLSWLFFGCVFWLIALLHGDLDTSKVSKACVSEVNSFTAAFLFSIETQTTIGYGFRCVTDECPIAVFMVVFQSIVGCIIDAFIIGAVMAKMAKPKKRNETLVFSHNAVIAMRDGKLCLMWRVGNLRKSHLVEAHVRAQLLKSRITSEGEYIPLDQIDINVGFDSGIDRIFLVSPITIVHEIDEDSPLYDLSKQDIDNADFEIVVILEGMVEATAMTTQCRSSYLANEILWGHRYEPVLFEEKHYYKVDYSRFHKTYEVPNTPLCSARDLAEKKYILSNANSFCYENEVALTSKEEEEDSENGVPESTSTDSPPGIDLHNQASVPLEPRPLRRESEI
* marks the source's active call; other numbers are inactive results; i = inactive.

Results follow in this order: KCNQ2 block	Kir21 inh	STK33 inh
C=CCNC(=O)CSc1nc2sc3c(c2c(=O)n1CCC)CCC3
    i	-0.75	-2.0
CCCn1cc2c(c1-c1cccc(C)c1)c(=O)n(C)c(=O)n2C
    i	2.6	1.3
N#Cc1c(-c2ccccc2)c(-c2ccccc2)nn(CC(=O)NNC(=O)Nc2ccc(Cl)c(Cl)c2)c1=O
    i	0.59	-1.6
CCOC(=O)c1ccc(NC(=O)CSCc2ccco2)cc1
    i	-1.6	-1.8
O=C(NCc1cn(-c2ccccc2)nc1-c1ccccc1)c1cc([N+](=O)[O-])cc([N+](=O)[O-])c1
    i	1.3	-0.6
O=C(O)CCC(=O)N1CCN(c2ccc(C(=O)c3ccc(F)cc3)cc2)CC1
    i	0.74	-3.0
O=C(Nc1nc2ccccc2s1)C1CC(=O)N(c2ccc(F)cc2)C1 (stereo not given)
    i	-0.46	2.1
O=C(NC1C2CC3CC(C2)CC1C3)c1ccc2c(c1)OCO2 (stereo not given)
    i	-1.3	-1.4
O=C(CSc1nnc(-c2ccccn2)n1Cc1ccco1)c1ccc(Cl)cc1
    i	-3.3	-1.3
O=C(COc1ccc(Cl)cc1Cl)N1CCN(C(=O)c2ccco2)CC1
    i	0.04	-1.3

Other entries:
Results follow in this order: KCNQ2 block	Kir21 inh	STK33 inh
C=CCSc1nc2[nH]ncc2c(=O)[nH]1
    i	-0.76	-0.8
CN(C)/C=N/S(=O)(=O)c1ccc(Cl)cc1
    i	-0.64	-1.4
O=C(c1ccccc1)N1CCC2(CC1)NCCc1[nH]cnc12
    i	0.85	-0.2
COc1ccc(N2CCN(C(=O)CCc3ccccc3OC)CC2)cc1
    i	-0.79	-1.2
O=C(N/N=C/c1ccc(OC(=O)c2cccs2)cc1)c1ccc(F)cc1
    i	0.44	1.6
O=C(CSc1nnc(Cc2ccccc2)o1)N1CCc2ccccc21
    i	-0.85	-1.4
CC(=O)N1CCOc2ccc(S(=O)(=O)NCCc3ccccc3)cc21
    i	0.82	-0.7
CC1CCN(CCCNC(=O)c2cc3c(=O)n(C)c4ccccc4c3n2C)CC1
    i	-0.23	2.9
Cc1ccc(S(=O)(=O)N2CCC(NC(=O)c3cccc(F)c3)CC2)cc1
    i	0.86	-1.0
CCP(=O)(CC)c1cccc(N)c1
    i	-0.14	5.5

Next part:
Results follow in this order: KCNQ2 block	Kir21 inh	STK33 inh
CSc1nncc(/C(C)=N\Nc2cccc(C)c2)n1
    i	0.43	1.9
COc1ccc(-c2nc(N3CCCCCC3)sc2C(=O)c2ccccc2)cc1
    i	-1.1	-0.5
CCc1ccc(OCC(=O)Nc2ncn[nH]2)cc1
    i	1.5	-0.3
Cc1ccc(CNC(=O)c2ccc(CS(=O)Cc3ccccc3Cl)o2)cc1 (stereo not given)
    i	0.26	-1.4
Nc1cnn(Cc2ccc(F)cc2)c1
    i	0	1.3
COc1ccc(NC(=O)CC2C(=O)NCCN2C(=O)c2ccccc2)cc1 (stereo not given)
    i	-0.89	-2.2
CCCC(C)C(=O)Nc1cc([N+](=O)[O-])ccc1Cl (stereo not given)
    i	0.53	-2.5
CC1Cc2ccccc2N1C(=S)NC1CCCC1 (stereo not given)
    i	-1.4	-1.3
CCC1CCCCN1C(=O)CSc1nc2ncccc2[nH]1 (stereo not given)
    i	-0.8	-1.4
CCNc1c(NS(=O)(=O)c2ccc(C3CCCCC3)cc2)c(=O)oc2ccccc12
    i	0.94	-0.6

Going on with the list.
Results follow in this order: KCNQ2 block	Kir21 inh	STK33 inh
COC(=O)C1C(O)=C(C=NCc2ccccc2)C(=O)CC1(C)C (stereo not given)
    i	1.6	0.1
O=C(COc1ccc(F)cc1Cl)Nc1ccc(N2CCOCC2)cc1N1CCOCC1
    i	-0.01	4.0
Cn1cnnc1SCC(=O)NC1CCCN(Cc2ccc(Cl)cc2)C1 (stereo not given)
    i	-0.78	-0.7
CSc1nc(-c2ccccc2)nn1C(=O)c1ccccc1
    i	0.57	0.0
O=C(CC1Oc2ccccc2NC1=O)NC1CCCC1 (stereo not given)
    i	0.02	0.1
C=CCNC(=S)N/N=C/c1ccc(OCc2ccccc2)cc1
    i	-1.4	-0.5
O=C(CSc1ccccn1)N1CCN(c2ccc(Cl)cc2)CC1
    i	2	-0.4
C/C=C\C=C\C(=O)N1CC2(CC(c3cccc(NC(=O)/C(C)=C\C)c3)=NO2)C[C@H]1C(N)=O (stereo not given in full)
    i	0.49	-1.7
Cc1c(C)c2c(C)[nH]nc2oc1=O
    i	0.61	-1.0
CC(=O)c1ccc(NC(=O)CN2CCCC2)cc1
    i	0.93	-2.5

(listing goes on)
Results follow in this order: KCNQ2 block	Kir21 inh	STK33 inh
O=C(NC(=O)N1CCN(c2ccccc2)CC1)c1ccc(Cl)cc1
    i	2.4	0.7
CCn1c(CNC(=O)c2cc(OC)c(OC)c(OC)c2)cc2ccccc21
    i	0.81	-1.3
Cc1cc(C)c(S(=O)(=O)c2ccccc2C)c(OCC(C)(C)C)n1
    i	-1.6	-4.5
CN(C)c1ccc(-c2nc3n(n2)C(c2cccnc2)C2=C(CC(C)(C)CC2=O)N3)cc1 (stereo not given)
    i	-0.01	-0.2
CC(NC(=O)C1CCCN1S(=O)(=O)c1cccc2nsnc12)c1ccccc1 (stereo not given)
    i	-0.46	-0.9
O=C(O/N=C(\c1ccccc1)c1ccncc1)c1ccccc1Cl
    i	0.79	-0.2
Cc1ccc(S(=O)(=O)N(C)c2c(C)ccc(S(=O)(=O)N3CCN(C)CC3)c2C)cc1
    i	-2.3	-0.3
Nc1nnnn1/N=C/c1ccc(F)cc1
    i	0.69	1.9
COC(=O)c1c(NC(=O)CC2NCCNC2=O)sc2c1CCCC2 (stereo not given)
    i	-1.9	0.1
Cc1ccc(S(=O)(=O)NCC(=O)OCC(=O)Nc2cccc(S(=O)(=O)NC3=NCCCCC3)c2)cc1
    i	-1.2	-3.1

Further records follow.
Results follow in this order: KCNQ2 block	Kir21 inh	STK33 inh
Cc1onc(-c2c(F)cccc2Cl)c1C(=O)OCC(=O)NCc1ccco1
    i	-1.8	1.5
O=C(COC(=O)CCc1ccc(S(=O)(=O)N2CCOCC2)cc1)NC1CCCC1
    i	0.95	-0.8
Cc1ccc2c(c1)C(c1ccccc1)N(C(=O)CC(C)C)CC(=O)N2 (stereo not given)
    i	1.7	1.9
CCN(CCCNC(=O)C1CCN(S(=O)(=O)CC)CC1)c1ccccc1
    i	0.28	-0.9
CCC1CN(C(=O)NCc2ccc(C)cc2)c2cc(C)ccc2O1 (stereo not given)
    i	1.2	-0.2
Cc1cc(C)cc(NC(=O)CN(c2ccc(F)cc2)S(C)(=O)=O)c1
    i	0.86	-0.7
Cc1c(NC(=O)Cn2cc([N+](=O)[O-])cn2)c(=O)n(-c2ccccc2)n1C
    i	-0.12	-2.0
Cc1noc(C)c1CSCC(=O)Nc1nc2ccc(Oc3ccccc3)cc2s1
    i	-1.6	-0.8
CCN(CC)S(=O)(=O)c1ccc(OC(C)C)c(N)c1
    i	-1.3	-0.6
Cc1n[nH]c(C)c1S(=O)(=O)N1CCCC(C(=O)NCc2cccs2)C1 (stereo not given)
    i	-0.24	-1.0

Among those listed so far, these contain a furan ring, fused or not:
Results follow in this order: KCNQ2 block	Kir21 inh	STK33 inh
CCOC(=O)c1ccc(NC(=O)CSCc2ccco2)cc1
    i	-1.6	-1.8
O=C(CSc1nnc(-c2ccccn2)n1Cc1ccco1)c1ccc(Cl)cc1
    i	-3.3	-1.3
O=C(COc1ccc(Cl)cc1Cl)N1CCN(C(=O)c2ccco2)CC1
    i	0.04	-1.3
Cc1ccc(CNC(=O)c2ccc(CS(=O)Cc3ccccc3Cl)o2)cc1 (stereo not given)
    i	0.26	-1.4
Cc1onc(-c2c(F)cccc2Cl)c1C(=O)OCC(=O)NCc1ccco1
    i	-1.8	1.5

Going on with the list.
Results follow in this order: KCNQ2 block	Kir21 inh	STK33 inh
CC(C)C(O)(c1ccccc1)C(CN1CCOCC1)c1ccccc1 (stereo not given)
    i	-0.11	-0.1
COC(=O)COc1ccc(-c2nccc(-c3ccccn3)n2)cc1
    i	1.1	-1.7
O=C(CSc1nccc(=O)[nH]1)c1cc2ccccc2o1
    i	1.2	-0.8
C/C(=N/NC(=O)CNC(=O)C1COc2ccccc2O1)c1ccc2c(c1)OCCO2 (stereo not given)
    i	0.71	0.3
CN(Cc1nc(Cc2ccccc2F)no1)CC1(N2CCOCC2)CCCCC1
    i	0	0.1
Cc1ccc(C(C)C)c(OCC(=O)Nc2cccc(S(=O)(=O)NC3=NCCCCC3)c2)c1
    i	0.89	-0.8
CCOC(=O)c1[nH]c2c(c1C)C(=O)CC(c1ccc(N(C)C)cc1)C2 (stereo not given)
    i	-1.2	1.9
COc1ccc(CC2(C)OC(c3ccc(C)cc3)=NN2C(C)=O)cc1 (stereo not given)
    i	-0.59	0.0
CCOc1ccc(Nc2nc3cc(S(=O)(=O)N(CC)CC)ccc3o2)cc1
    i	-0.15	-1.4
O=C(O)CCc1nn2c3ccccc3n(Cc3ccccc3F)c2nc1=O
    i	-1.6	-0.7

Going on with the list:
Results follow in this order: KCNQ2 block	Kir21 inh	STK33 inh
O=C(c1cc2cc([N+](=O)[O-])ccc2oc1=O)N1CCN(c2ncccn2)CC1
    i	0.16	-0.4
CC(Oc1ccc(F)cc1F)C(=O)/C=C/N(C)C (stereo not given)
    i	0.91	0.0
CNC(=O)c1cc2c(s1)-c1ccccc1CC2
    i	-0.65	3.9
CN1CCC(OC(c2ccccc2)c2ccccc2)CC1
    i	-0.8	-3.0
CCOC(=O)c1[nH]c2ccc(OCC)cc2c1NC(=O)CN1CCN(c2ccccn2)CC1
    i	0.01	-0.7
Cc1noc(C)c1S(=O)(=O)N1CCN(c2ccccc2)CC1
    i	-0.16	-1.2
Cc1cccc(C)c1Nc1c(-c2ccccc2O)nc2ncccn12
    i	0.59	-2.0
CCCCCCn1nc(C(=O)OCC(=O)NC2CCS(=O)(=O)C2)c2ccccc2c1=O (stereo not given)
    i	-0.05	-0.4
Cc1[nH]c2ccccc2c1C(=O)C(=O)N1c2ccccc2CC1C (stereo not given)
    i	-1.7	-0.5
CCCCN(CCCC)S(=O)(=O)c1ccc(NC(=O)c2cccs2)cc1
    i	0.2	11

Other entries:
Results follow in this order: KCNQ2 block	Kir21 inh	STK33 inh
CCOc1ccc2nc(NCCNC(=O)C(C)C)c(C)cc2c1
    i	0.2	-3.1
Cn1c(SCC(=O)c2ccc(F)cc2)nnc1-c1cccnc1
    i	0.78	-1.2
CC(=O)N1N=C(c2ccncc2)OC12CCCCCC2
    i	-0.01	-0.8
Cn1nccc1C(=O)Nc1ccc(Cl)cc1
    i	1.1	-0.8
CCOc1ccc(CNC(=O)c2ccc(Sc3ccc(Cl)cc3)c(NC(C)=O)c2)cc1OC
    i	1.2	-0.7
COc1ccccc1OCCNC(=O)C1CC(=O)N(c2ccc3c(c2)OCCO3)C1 (stereo not given)
    i	-0.98	-2.2
COC(=O)c1cc(NC(=O)c2nn(C)c(=O)c3ccccc23)cc(C(=O)OC)c1
    i	-1.7	-0.5
OCCNc1nc(-c2ccccc2)c2cc(Cl)ccc2n1
    i	1.4	-2.7
O=C(NC1CCN(Cc2ccccc2)CC1)c1c(Cl)cccc1Cl
    i	-1.4	-2.2
CCOc1ccc(C2=CSC3=NCCN23)cc1Cl
    i	0.4	-1.6

New compounds follow
Results follow in this order: KCNQ2 block	Kir21 inh	STK33 inh
COc1ccc(-c2cc(C(F)(F)F)n3ncc(C(=O)O)c3n2)cc1OC
    i	-1.8	-0.9
COc1ccc(OCCC(=O)N2CCCCC2)cc1
    i	0.87	-2.1
Cc1cc(-n2nc(C)cc2C)n2nc(C)c(-c3ccc(Cl)cc3)c2n1
    i	-1.2	-1.3
COc1ccc(-c2[nH]c(-c3ccc(SC)cc3)nc2SCC(=O)Nc2nccs2)cc1
    i	2.5	-3.4
Nc1nnc(SCC(=O)c2ccco2)s1
    i	0.08	-1.4
Cc1cc(NC(=O)C(C)SCC(=O)Nc2nnc(CC(C)C)s2)no1 (stereo not given)
    i	-0.58	0.3
O=C(/C=C/c1ccccc1)Nc1cccnc1Oc1ccccc1F
    i	-0.07	0.6
C/C(=C/C(=O)Nc1cccc(F)c1)N1CCCC1
    i	0.58	0.4
COc1ccccc1N1CCN(S(=O)(=O)c2cnc[nH]2)CC1
    i	-1.7	0.3
O=[N+]([O-])c1ccc(S(=O)(=O)CC(CN2CCOCC2)N2CCOCC2)cc1 (stereo not given)
    i	-0.2	0.4

(next part)
Results follow in this order: KCNQ2 block	Kir21 inh	STK33 inh
CCc1noc(C)c1C(=O)Nc1ncc(C)s1
    i	1.1	0.3
COc1ccc(CNC(=O)CCc2c(C)nc3ncnn3c2C)cc1
    i	0	-1.8
CN1CCN(C(=O)c2cnn(-c3ccccc3)c2NC(=O)c2ccccc2F)CC1
    i	-0.9	-1.3
O=C(CSc1nnc(CNC(=O)c2ccco2)o1)c1ccc(Cl)cc1
    i	-1.7	-0.5
O=C(Nc1nnc(-c2ccc(Cl)s2)o1)C1CCCCC1
    i	-0.78	-0.4
Cc1cccc(C)c1NC(=S)NNc1ncc(C(F)(F)F)cc1Cl
    i	2.2	1.1
Cc1cc(C)c(S(=O)(=O)N2CCCCCC2)cc1Br
    i	-1.6	-1.3
CCCc1cc(=O)[nH]c(/N=C(\N)Nc2ccccc2)n1
    i	0.28	-0.3
Cc1ccc(CN2CCSc3ccc(C(=O)N4CCOCC4)cc32)cc1
    i	-0.58	-1.0
Cn1c(SCC(=O)Nc2ccccc2)nc2c([nH]c3ccccc32)c1=O
    i	-1.1	-1.2
